TWEAK-Fn14 inh: inhibitors of TWEAK-Fn14 interaction signaling | AID 1159606 | TWEAK-stimulated Fn14 reporter cells, luciferase luminescence, 8 h | inhibition, % at 10 µM | 360,000 tested, 2% active; in the data active = inhibition above about 50%
NR2E3 ag-1: NR2E3 (human) agonism; Q9Y5X4; GST-NR2E3/biotin-RetCOR TR-FRET, 1536-well; inhibition of corepressor binding, % at 4.78 µM; 320,000 tested, 0.12% active; AID 2300;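 active = percent inhibition above the cutoff of mean plus 3 SD of all tested compounds, set per screening campaign, cut at about 20% in these data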;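 note: 0% = DMSO wells and 100% = biotin wells as full block of FRET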
Target sequence (Q9Y5X4 whole entry, looked up): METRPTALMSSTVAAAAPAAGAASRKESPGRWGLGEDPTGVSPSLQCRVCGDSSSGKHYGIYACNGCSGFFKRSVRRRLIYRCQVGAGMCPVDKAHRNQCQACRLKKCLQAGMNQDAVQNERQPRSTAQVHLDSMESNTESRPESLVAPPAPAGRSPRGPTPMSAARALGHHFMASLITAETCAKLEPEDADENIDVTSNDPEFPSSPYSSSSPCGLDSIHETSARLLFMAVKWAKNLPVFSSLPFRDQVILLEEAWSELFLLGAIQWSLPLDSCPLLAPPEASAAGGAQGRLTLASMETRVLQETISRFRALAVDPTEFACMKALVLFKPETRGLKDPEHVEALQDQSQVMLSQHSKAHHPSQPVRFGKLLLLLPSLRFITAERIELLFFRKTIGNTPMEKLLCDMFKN
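Format: 1536-well format; test system: GST-NR2E3 and biotin-RetCOR proteins; read-out basis: percent inhibition of TR-FRET ratio; timing: 5 h incubation at 4 °C; detection: time-resolved FRET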
Shn3 3UTR inh: inhibitors of Schnurri-3 3'UTR reporter in osteoblasts. inhibition, % at 12.5 µM. 360,000 tested, 0.52% active. Clone20 osteoblast Shn3 3'UTR firefly luciferase, 24 h;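 active = mean inhibition of at least 75% with every replicate also reaching 75%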;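 note: 0% = median of neutral control wells and 100% = pilot-screen positive control compound; some compounds past the cut are filed as inactive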
CF NFkB block: inhibitors of cystic fibrosis induced NF-kB | KKLEB NF-kB-GFP reporter, PAF-induced, GFP fluorescence overnight | inhibition, % at 5 µM | 360,000 tested, 0.86% active | AID 588850;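 active = at least 50% inhibition at 5 µM, scaled per plate between neutral and stimulator controls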;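 note: PAF is a Pseudomonas aeruginosa culture filtrate used as stimulus; plate controls were PAF-stimulated DMSO wells for no effect and unstimulated DMSO wells for full effect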
KKLEB cytotox: CF airway cell cytotoxicity counter-screen; 360,000 tested, 0.36% active; KKLEB CF airway cells viability, ATPlite luminescence, overnight; stronger effect = lower value; cells stimulated with P. aeruginosa culture filtrate; activity change (cytotoxicity), % at 5 µM;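 active = corrected activity change at or below -50% at 5 µM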
hiPSC survival: increases survival of single human iPS cells; hiPSC single-cell survival, ATPlite luminescence; 100% = ROCK inhibitor wells, 0% = DMSO; survival enhancement, % at 20 µM; 360,000 tested, 0.044% active; in the data active = survival enhancement above about 18%;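 note: cells exposed to compounds for 16 hours before the ATP read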
Peg3 promoter: inhibitors of Peg3 promoter; HeLa PEG-Prom luciferase reporter, luminescence, overnight; inhibition, % at 20 µM; 360,000 tested, 1.7% active;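 active = inhibition of at least 50% at 20 µM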
MITF TRPM1 inh: reduces MITF-dependent TRPM1 promoter luciferase signal; SK-MEL-5 TRPM1 promoter luciferase, 24 h; inhibition, % at 12.5 µM; 330,000 tested, 0.83% active; AID 488899;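 active = mean inhibition across replicates of 60% or more, whatever share of single replicates reaches that level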; note: values of inactives mirror those of a sister screen read the other way
aDG glyco act: increases alpha dystroglycan glycosylation; Pro5-aDG cells, alpha-DG glycosylation AlphaScreen (IIH6); 0% Pro5, 100% B10-LARGE cell signal; activation, % at 10 µM; 360,000 tested, 0.22% active; AID 624168;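 active = activation of at least 8% versus controls, or a plate z-score of at least 8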;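 note: Pro5 are CHO cells carrying HIG-tagged alpha-DG that lacks glycosylation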
NR2E3 ag-2: agonists of human NR2E3 nuclear receptor | inhibition of corepressor binding, % at 3.98 µM | Q9Y5X4 | 360,000 tested, 0.35% active | AID 602229 | CHO-S Gal4-NCOR/VP16-NR2E3 two-hybrid, luciferase;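 active = inhibition above the mean of all tested compounds plus 3 SD, cut at about 70% in these data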;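 note: 0% = DMSO with NR2E3 transfected cells and 100% = cells lacking NR2E3 construct; higher means lower luciferase signal from less NR2E3 corepressor binding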
HIF-2a inh: inhibitors of HIF-2a; 360,000 tested, 0.72% active; inhibition, % at 18.8 µM; 786-0 RCC cells HIF-2a reporter, luciferase luminescence, overnight;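 active = inhibition of the luminescence signal of 40% or more relative to plate controls, in a single-dose primary screen at 18.75 µM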
Numbers without * were called inactive; nt = not tested or not shown. No enrichment for hits; 4.4% or so of the library scored in one or more.

SMILES | TWEAK-Fn14 inh | NR2E3 ag-1 | Shn3 3UTR inh | CF NFkB block | KKLEB cytotox | hiPSC survival | Peg3 promoter | MITF TRPM1 inh | aDG glyco act | NR2E3 ag-2 | HIF-2a inh
CC(=O)NC(CC(=O)NCCOc1ccccc1F)c1ccccc1 (stereo not drawn) | 20 | 1 | -18 | -1 | 3 | 0.2 | -6 | -13 | 0.0 | -13 | -3
CC(=O)NC1=NN(C(C)=O)C(c2ccco2)S1 (stereo not drawn) | -17 | 0 | -15 | -16 | -10 | 1.6 | 16 | -5 | 0.5 | -8 | 20
NS(=O)(=O)c1ccc(CNC(=O)c2ccncc2)cc1 | 23 | 1 | 4 | 9 | 19 | 1.9 | 2 | 8 | -0.1 | -24 | -4
Cc1coc2cc3oc(=O)c(CCC(=O)N[C@@H](CCCNC(N)=O)C(=O)O)c(C)c3cc12 | -5 | 2 | 4 | 5 | 3 | -0.7 | 7 | 1 | -0.1 | -14 | 5
CCOC(=O)c1ccc(N2C(=O)c3n[nH]c(-c4ccco4)c3C2c2ccc([N+](=O)[O-])cc2)cc1 (stereo not drawn) | 47 | 1 | 23 | -10 | -5 | -2.5 | 60* | 20 | 0.8 | -14 | 20
CCC(CC)c1nnc(NC(=O)C2CC(=O)N(CCc3ccc(F)cc3)C2)s1 (stereo not drawn) | 17 | 0 | -10 | 3 | 0 | 0.3 | 26 | 3 | 0.2 | 6 | 17
CN(C)S(=O)(=O)c1cccc(NC(=O)c2ccc(NS(=O)(=O)c3cccs3)cc2)c1 | 17 | nt | 7 | 8 | 2 | 1.1 | 10 | nt | 0.0 | 19 | 5
CC(C(c1ccc2c(c1)OCO2)c1c(N)n(C)c(=O)n(C)c1=O)[N+](=O)[O-] (stereo not drawn) | -11 | -3 | 3 | 6 | -10 | -0.3 | -28 | 5 | 0.2 | 14 | -49
CC(C)=CCN1CCN(C/C(Cl)=C/c2ccccc2)CC1CCO (stereo not drawn) | -19 | 1 | -1 | 5 | -4 | -0.7 | 4 | -1 | 0.4 | -11 | -3
COc1ccc(C(=O)c2[nH]c(N)c(C(=O)NCCc3c[nH]c4ccccc34)c2-c2ccc(Br)cc2)cc1 | -8 | nt | nt | nt | nt | -0.7 | nt | nt | -0.3 | -5 | -9

Ordered by SMILES length (descending): some entries from above
SMILES | TWEAK-Fn14 inh | NR2E3 ag-1 | Shn3 3UTR inh | CF NFkB block | KKLEB cytotox | hiPSC survival | Peg3 promoter | MITF TRPM1 inh | aDG glyco act | NR2E3 ag-2 | HIF-2a inh
COc1ccc(C(=O)c2[nH]c(N)c(C(=O)NCCc3c[nH]c4ccccc34)c2-c2ccc(Br)cc2)cc1 | -8 | nt | nt | nt | nt | -0.7 | nt | nt | -0.3 | -5 | -9
CC(=O)NC(CC(=O)NCCOc1ccccc1F)c1ccccc1 (stereo not drawn) | 20 | 1 | -18 | -1 | 3 | 0.2 | -6 | -13 | 0.0 | -13 | -3
CC(=O)NC1=NN(C(C)=O)C(c2ccco2)S1 (stereo not drawn) | -17 | 0 | -15 | -16 | -10 | 1.6 | 16 | -5 | 0.5 | -8 | 20

Remaining list, next part.
SMILES | TWEAK-Fn14 inh | NR2E3 ag-1 | Shn3 3UTR inh | CF NFkB block | KKLEB cytotox | hiPSC survival | Peg3 promoter | MITF TRPM1 inh | aDG glyco act | NR2E3 ag-2 | HIF-2a inh
O=Cc1ccc(OCc2ccc3ccccc3c2)cc1 | -6 | 2 | 0 | 3 | -10 | -0.6 | -258 | -100 | 0.0 | -70 | -218
CC(C)Cc1nnc(NC(=O)CN2C(=O)NC3(CC(C)CC(C)(C)C3)C2=O)s1 (stereo not drawn) | 2 | -4 | 4 | -11 | 20 | -0.4 | 2 | -10 | -0.1 | -26 | 2
NS(=O)(=O)c1ccc(CNC(=S)Nc2ccc(Cl)c(Cl)c2)cc1 | 11 | 1 | 18 | 9 | 4 | 0.2 | 10 | 10 | 0.1 | -9 | 16
CCOC(=O)c1c(N)sc2c(OC)c(Br)ccc12 | 4 | 4 | -32 | 4 | 2 | -0.1 | -107 | -54 | 0.8 | -66 | -140
O=C1NC(=O)/C(=C\c2ccccc2OCc2cccc([N+](=O)[O-])c2)N1 | 1 | 0 | 28 | -42 | -12 | 0.3 | 19 | -20 | 1.4 | -28 | 19
CC(C)n1cc(-c2ccc(Cl)cc2)cc(C#N)c1=O | 7 | -1 | -16 | 2 | 6 | -5.2 | -62 | -25 | 0.3 | -37 | -52
CN(Cc1ccccc1)c1cc2c(c3c1ccn3C)C1CCC2O1 (stereo not drawn) | 3 | nt | 23 | 7 | 0 | -0.9 | -33 | nt | -0.2 | 3 | -5
O=C(Nc1ccc(Nc2ccncc2)cc1)c1ccc([N+](=O)[O-])cc1 | -11 | 0 | 48 | 16 | -1 | -0.3 | 80* | 86* | 0.4 | -10 | 48*
CCOC(=O)C1=C(CNCc2ccc(C)cc2)NC(=O)NC1c1cc(C)ccc1C (stereo not drawn) | -1 | 4 | 15 | 12 | 11 | -2.9 | 9 | -3 | 0.3 | 16 | 14
CC(C)(C)c1ccc(C(=O)c2c[nH]c(C(=O)NCc3cccs3)c2)cc1 | -26 | 4 | 0 | 12 | -2 | 2.3 | 4 | -8 | -0.3 | 3 | 7
Cc1nnc(C)n1/N=C/c1cccs1 | 4 | -1 | -3 | 0 | -1 | 0.2 | 5 | 2 | -0.1 | -21 | 6
CC1(C)CC(NC(=O)CC(c2ccccc2)c2ccccc2)CC(C)(C)N1 | 7 | 1 | -3 | -12 | 3 | -3.3 | 14 | -3 | 0.1 | -11 | 21
CCOc1ccc(C(=O)CCN2CCCCCC2)cc1 | 10 | 0 | 7 | -4 | 0 | -2.3 | 8 | 12 | 2.6 | -15 | 5
Cc1occc1C(=O)NNC(=O)c1ccc(S(=O)(=O)N(C)C)cc1 | -14 | 1 | 10 | -10 | 13 | 2.0 | -2 | -6 | -0.3 | -21 | -12
C=CCN(c1ccc(C(=O)Nc2ccc(C)cc2)cc1)S(C)(=O)=O | -17 | -2 | -18 | 7 | 16 | 1.7 | -21 | -5 | 0.2 | 11 | -57
CCN(CC(=O)Nc1c(F)cccc1F)C(=O)CCCN1C(=O)c2cccc3cccc(c23)C1=O | 5 | nt | -7 | -2 | -2 | -1.8 | 3 | nt | -0.1 | 17 | 7
O=C(NNC(=O)c1cc2c(s1)CCCC2)c1ccccc1 | -21 | -1 | -39 | -13 | 6 | 2.7 | -164 | -43 | 0.0 | -38 | -140
N#Cc1ccc(S(=O)(=O)Nc2ccccc2N2CCOCC2)cc1 | 11 | nt | 6 | -8 | -4 | 1.2 | 1 | 8 | 0.2 | 8 | 8
COCCn1c(C)cc(C(=O)CN2CCCCC2)c1C | -13 | 5 | -70 | 4 | 4 | -2.2 | -7 | -1 | 0.1 | 2 | -3
CCC(C)NC(=O)CSc1nc2c(sc(=S)n2Cc2ccco2)c(=O)n1-c1ccccc1 (stereo not drawn) | 0 | -3 | 22 | -7 | 8 | 1.8 | 20 | 2 | 0.0 | 1 | 17
CCOC(=O)C1(C)CCCN(C(=O)c2ccc3ccccc3c2)C1 (stereo not drawn) | 12 | nt | 9 | -3 | 5 | -0.5 | 7 | nt | 0.7 | 7 | -34
Cc1ccc(C)c(C(O)c2ncc(-c3ccc(C(F)(F)F)cc3)[nH]2)c1 (stereo not drawn) | -10 | nt | -7 | 5 | -2 | 3.7 | 21 | nt | 0.4 | -6 | 7
Cc1nn(C)c(C)c1S(=O)(=O)N(CC(=O)NCCCOC(C)C)c1ccc(C(C)C)cc1 | 5 | -1 | -5 | 7 | 4 | 1.5 | 14 | 4 | 0.2 | -7 | -2
Cc1cccn2c(CN(C)C3CCCc4ccccc43)c(C(=O)N3CCOCC3)nc12 (stereo not drawn) | -6 | 0 | 28 | 3 | -2 | 1.6 | 22 | -3 | 0.4 | 14 | 14
COc1ccccc1-c1ccc(=O)n(CC(=O)NC(C)(C)C)n1 | -8 | 3 | -13 | 5 | 5 | 4.3 | 4 | -5 | -0.1 | 19 | 15
COc1ccc(C(CNC(=O)c2ccc(NS(=O)(=O)c3ccc(F)cc3)cc2)N2CCOCC2)cc1 (stereo not drawn) | 7 | -2 | -16 | 16 | 2 | 0.4 | 11 | -4 | -0.2 | -16 | 14
CC1(C)CC2CC(C)(CN2C(=O)C23CCC(C)(C(=O)C2)C3(C)C)C1 (stereo not drawn) | 11 | 1 | -15 | 2 | -3 | -0.5 | 2 | 1 | 0.1 | -1 | 11
Cc1ccc(C)c(N2CCN(CCCNC(=O)Cn3cccc3C(=O)c3ccccc3C)CC2)c1 | 19 | 1 | 27 | 36 | -25 | -3.1 | 107* | 57 | 2.9 | -27 | 10
CCc1cc(C(=O)N2CCCC(N3CCN(c4cccc(C(F)(F)F)c4)CC3)C2)n(C)n1 (stereo not drawn) | 26 | -2 | 66 | 1 | 1 | 0.2 | -3 | -2 | 0.6 | 32 | 13
Cc1ccc2nc(SCc3ccc([N+](=O)[O-])cc3)nc(C)c2c1 | -49 | -1 | 12 | -1 | -6 | -2.6 | -9 | -13 | 0.5 | -9 | -24
CCOC(=O)c1sc(N2C(=O)C(O)=C(C(=O)c3ccc(C)o3)C2c2ccc(OC)c(OC)c2)nc1C (stereo not drawn) | -33 | 4 | 11 | 4 | -6 | -0.3 | -4 | -15 | -0.3 | -24 | -5
Cc1ccc(N(C)S(=O)(=O)c2c(C)[nH]c(C)c2C(=O)N2CCCC2)cc1 | 13 | -2 | -4 | -8 | -3 | -0.2 | -5 | 5 | 0.0 | 0 | 7
COC(=O)c1cc(NC(=O)CC2NC3CCCCC3NC2=O)cc(C(=O)OC)c1 (stereo not drawn) | 11 | -1 | -17 | -3 | 0 | -1.2 | 7 | -2 | -0.4 | 11 | 2
CCOC(=O)C(NS(=O)(=O)c1ccccc1)(C(F)(F)F)P(=O)(OCC(C)C)OCC(C)C (stereo not drawn) | 30 | -2 | 0 | -9 | 14 | -1.6 | 13 | -3 | 0.0 | 4 | 4
O=C(COc1ccc(S(=O)(=O)N2CCCC2)cc1Cl)NCc1cccnc1 | 1 | 2 | -2 | 9 | -8 | 0.1 | 20 | -5 | -0.1 | 5 | 8
COc1ccc(S(=O)(=O)N2CCC(C(=O)NCCc3c[nH]c4ccccc34)CC2)cc1 | 5 | 0 | 16 | -11 | -1 | -0.5 | 3 | 10 | -0.1 | 9 | 5
COCCCN1C(=O)C(=O)/C(=C(/O)c2ccc(S(=O)(=O)N3CCOCC3)cc2)C1c1ccc(Cl)cc1 (stereo not drawn) | 1 | 0 | -19 | 7 | 3 | 0.5 | -6 | 7 | -0.2 | -5 | -1
Cc1ccc(-n2c(O)c(C=NCc3ccccn3)c3ccccc3c2=O)cc1 | -2 | 8 | 5 | -16 | 6 | 4.5 | 11 | -3 | -0.2 | -12 | 22
CCOC(=O)C(NC(C)=O)C(=O)Nc1c(C)cccc1C (stereo not drawn) | 4 | 4 | -1 | 2 | 2 | -4.2 | 2 | 11 | 0.0 | 4 | 4
O=C1C=C(c2ccccc2)C(c2ccccc2)C1 (stereo not drawn) | -9 | nt | -19 | 1 | -8 | -1.5 | 18 | -4 | -0.2 | -9 | 8
O=C(/C=C/c1ccccc1)Nc1ccc(Cl)cn1 | 13 | nt | -70 | 6 | -8 | -0.1 | -239 | -30 | -0.5 | -246 | -270
